# Wnt bcat act: activators of Wnt/beta-catenin signaling; hit rate 1.2% among 300,000; activation, % at 9.35 µM; Wnt/beta-catenin reporter cell assay, activator, plate reader; AID 743398; in the data active = activation above about 30%, passing the limit was not always enough; inconclusive = no clear call, values can overlap the other calls;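 also: 0% = neutral control wells and 100% = positive control wells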
# CDK5 p35 inh: inhibitors of human CDK5/p35 kinase | Q00535+Q15078 | Recombinant CDK5/p35, ADP-Glo luminescence, 60 min | inhibition, % at 10 µM | hit rate 0.01% among 330,000 | AID 488839;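 active = highest replicate inhibition of at least 50% and at least 75% of replicates reaching 50%; inconclusive = only one of the two criteria met; inactive = both criteria failed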;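 also: plate controls were DMSO neutral control for no effect and GW8510 at 10 µM for full effect; many of its hits are not listed in these tables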
# SR-BI uptake up: activators of SR-BI mediated HDL lipid uptake | CHO ldlA[mSR-BI] cells, DiI-HDL uptake fluorescence, 3 h; 100 = double the neutral-control signal | activation, % at 12.5 µM | hit rate 0.096% among 320,000 | AID 504775;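 active = mean replicate activation of at least 60% and every replicate at or above 60%; inconclusive = mean or all-replicate condition met, but not both; inactive = mean below 60% and not all replicates reaching 60%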;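 also: 0% = median plate neutral-control signal and 100% = twice that signal; values of inactives mirror those of a sister screen read the other way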
#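 system = CHO ldlA[mSR-BI] cells, LDL receptor-null, SR-BI overexpressing | medium = Ham's F12 with 0.5% BSA, HEPES 25 mM, pH 7.4 | probe or stimulus = DiI-HDL 10 µg/mL | compound dosing = single-point compound dose | incubation = compound exposure 3 h, 37 °C | technique = DiI fluorescence, bottom read | read-out = cell-associated DiI fluorescence as measure of HDL uptake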
# HTR5A ag: activates human HTR5A in OPRM1-OPRD1 agonist counter-screen; activation, % at 9.3 µM; hit rate 0.61% among 340,000; HTR5A agonist assay, luminescence, cell-based; P47898; in the data active = activation mostly above about 9.5%, no sharp cut-off; inactive = mostly below about 7.6%;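 also: 0% = cells with vehicle only and 100% = reference agonist; strong numbers were not always called active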
# Target sequence (P47898 whole entry, looked up): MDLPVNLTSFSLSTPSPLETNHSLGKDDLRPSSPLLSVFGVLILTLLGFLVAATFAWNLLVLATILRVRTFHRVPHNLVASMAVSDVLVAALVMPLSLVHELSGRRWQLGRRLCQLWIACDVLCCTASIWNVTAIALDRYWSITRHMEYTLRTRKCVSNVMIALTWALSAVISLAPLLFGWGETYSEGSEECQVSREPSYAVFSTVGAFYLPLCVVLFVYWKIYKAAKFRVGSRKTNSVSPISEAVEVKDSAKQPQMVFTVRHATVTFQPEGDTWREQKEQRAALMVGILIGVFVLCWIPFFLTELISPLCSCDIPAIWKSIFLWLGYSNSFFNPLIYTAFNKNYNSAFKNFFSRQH
# SR-BI DiI inh: inhibitors of mouse SR-BI mediated HDL lipid uptake | hit rate 0.96% among 320,000 | AID 488896 | inhibition, % at 12.5 µM | ldlA[mSR-BI] CHO cells, DiI-HDL uptake fluorescence, 3 h | Q61009;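 active = mean replicate inhibition of at least 70% and a set share of replicates each scoring 70 or more; inconclusive = meets just one of the two criteria; inactive = fails both criteria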;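 also: 0% = median of neutral control wells and 100% = median of positive control wells; values of inactives mirror those of a sister screen read the other way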
# MITF TRPM1 HTS: MITF TRPM1 promoter activation in melanoma cells. SK-MEL-5 TRPM1-promoter luciferase, 24 h; % of positive control, neutral wells = 0. activation, % at 12.5 µM. hit rate 0.75% among 300,000. AID 588334;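 active = mean activation of at least 80% with every replicate also reaching 80%; inconclusive = mean reaches 80% but some replicate falls short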;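 also: 0% = neutral control wells and 100% = parthenolide positive control wells; values of inactives mirror those of a sister screen read the other way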
# cardiac RTF act: cardiac RTF calcium sensitization. P19429+P45379. IANBD-labeled TnC RTF fluorescence at EC20 calcium; 0% EC20 calcium, 100% full calcium. activation, % at 7.2 µM. hit rate 0.24% among 340,000;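 active = activation above the mean over all tested compounds plus 3 SD, cut at about 30% in these data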;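 also: rise in fluorescence read as greater calcium sensitivity of cardiac thin filaments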
# PvdQ inh: P. aeruginosa PvdQ acylase inhibition; hit rate 0.063% among 340,000; inhibition, % at 10 µM; purified PvdQ acylase, fluorescence plate reader; in the data active = inhibition above about 30%, passing the limit was not always enough; inconclusive = no clear call, values can overlap the other calls;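 also: 0% = vehicle neutral wells and 100% = reference inhibitor wells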
# Rtt109 HAT inh: C. albicans Rtt109 histone acetyltransferase inhibition; Q5AAJ8; inhibition, % at 34.9 µM; AID 540336; purified Rtt109/Vps75, ThioGlo CoA-SH fluorescence, 4 h; hit rate 0.16% among 330,000;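 active = inhibition of at least 50% in every replicate; inconclusive = best replicate reaches 50% inhibition but some replicates fall short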
# Target sequence (Q5AAJ8 whole entry, looked up): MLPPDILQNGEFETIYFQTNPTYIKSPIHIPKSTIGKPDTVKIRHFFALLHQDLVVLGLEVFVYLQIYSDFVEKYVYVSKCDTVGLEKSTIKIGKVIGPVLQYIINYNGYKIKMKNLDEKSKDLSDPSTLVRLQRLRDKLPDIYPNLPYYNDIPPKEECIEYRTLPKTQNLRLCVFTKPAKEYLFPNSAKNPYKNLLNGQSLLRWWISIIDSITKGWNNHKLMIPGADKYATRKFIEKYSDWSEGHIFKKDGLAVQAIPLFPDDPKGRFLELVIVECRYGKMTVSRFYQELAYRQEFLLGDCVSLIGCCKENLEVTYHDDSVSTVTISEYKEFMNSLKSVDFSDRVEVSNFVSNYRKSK
# dFosB activator: mouse delta FosB homodimer activation; P13346; purified delta FosB, TAMRA-CDK5 oligo fluorescence polarization; percent of positive-control signal above neutral wells; hit rate 0.99% among 340,000; activation, % at 25 µM;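 active = mean activation above about 17%, with every replicate also reaching it, limit read from the data, passing the limit was not always enough; inconclusive = only one of the two conditions met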;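 also: fluorescence polarization rise as delta FosB binds a TAMRA Cdk5 AP-1 oligo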
# Target sequence (P13346 whole entry, looked up): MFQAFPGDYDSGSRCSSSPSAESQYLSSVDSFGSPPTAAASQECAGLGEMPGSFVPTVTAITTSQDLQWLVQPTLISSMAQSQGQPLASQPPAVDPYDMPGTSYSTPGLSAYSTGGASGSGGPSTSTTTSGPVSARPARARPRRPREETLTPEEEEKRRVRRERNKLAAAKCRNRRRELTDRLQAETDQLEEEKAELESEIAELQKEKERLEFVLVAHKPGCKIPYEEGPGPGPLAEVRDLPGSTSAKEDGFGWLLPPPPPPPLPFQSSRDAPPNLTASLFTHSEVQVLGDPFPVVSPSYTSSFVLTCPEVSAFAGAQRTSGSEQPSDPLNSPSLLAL
# Starred values were filed as active, the others as inactive; ? = inconclusive; nt = not tested or not shown.
SMILES,Wnt bcat act,CDK5 p35 inh,SR-BI uptake up,HTR5A ag,SR-BI DiI inh,MITF TRPM1 HTS,cardiac RTF act,PvdQ inh,Rtt109 HAT inh,dFosB activator
O=C(/C=C/c1ccco1)N1CCN(S(=O)(=O)c2ccccc2)CC1,-4,2.2,nt,2,-1,-5,0,-18,-7,-3
O=C(NCCc1ccccc1)/C(=C\c1ccccc1)NC(=O)c1ccco1,-1,-0.5,18,0,-18,7,-8,-11,-3,-5
CCCC(=O)Nc1nc(-c2ccc(OC)cc2)cs1,nt,1.0,-33,-2,33,48,-4,-3,-3,-5
CCOC(=O)c1[nH]c2ccccc2c1NC(=O)c1ccco1,5,nt,-21,-1,21,14,-1,-12,-1,-8
O=C(CN1CCN(C2CCCCC2)CC1)NCCC1=CCCCC1,1,1.0,25,-2,-25,17,-3,-16,-4,-9
COc1ccc(Cc2nnn(CC(=O)O)n2)cc1,-5,0.3,-1,2,1,2,-2,-6,-8,6
O=[N+]([O-])c1ccccc1SNc1ccccn1,nt,-0.1,9,0,-9,-11,1,-4,-17,2
CC1=NN(C(=O)c2ccc(Cn3cc([N+](=O)[O-])cn3)cc2)C(O)(C(F)(F)F)C1 (stereo not given),10,-0.8,-27,-3,27,-3,2,-6,13,-5
Oc1ccc(CCC2CCCCN2Cc2nc(C3CC3)no2)cc1 (stereo not given),1,-1.0,-5,0,5,-4,-1,0,-8,-13
O=C(C1CCN(S(=O)(=O)c2cnc[nH]2)CC1)N1CCN(c2ccc([N+](=O)[O-])cc2)CC1,0,0.5,1,-2,-1,7,-9,-20,2,-3
CCCn1c(C)cc(=O)c2cc(NC(=O)c3cnccn3)ccc21,nt,-0.9,-18,-3,18,nt,1,-3,-8,-56
CCCN(Cc1ccccc1)C(=S)NC(=O)c1ccccc1[N+](=O)[O-],-1,0.7,14,-6,-14,-19,0,-9,6,-1
O=C(Nc1ncnc2sc3c(c12)CCCC3)c1ccncc1,-1,0.6,7,-5,-7,-11,1,-17,1,-4
COc1ccc(NC(=O)NCc2ccccn2)c(OC)c1,-1,2.0,5,0,-5,-9,-3,-6,-12,-11
O=C(c1ccccc1)N1CCN(C(=O)c2ccccc2)CC1,1,0.2,15,-3,-10,2,16,-9,-1,0
CCOc1ccccc1NC(=O)c1nc[nH]c1C(=O)Nc1ccccc1OCC,nt,1.5,19,2,-19,-14,-2,-1,-7,-1
Cc1ccc2c(C(=O)CN3CCOCC3)c(C)[nH]c2c1,-13,-1.5,1,-3,-1,4,0,7,36,-2
COC(=O)c1c(C)[nH]c(C(=O)CN(C)CC(=O)Nc2cccc(F)c2)c1C,4,-8.8,0,0,0,-2,-4,-7,3,-12
O=C(/C=C/c1ccc2ccccc2c1)c1ccoc1,nt,-4.1,nt,4,nt,?,16,-7,-5,-5
CC(C)Oc1ccc(CNC(=O)c2ccc3c(c2)N(C)CCS3)cc1,2,-0.1,2,3,-2,nt,0,-7,-33,-6
CCn1c(C)nnc1SCC(=O)Nc1cccc(Cl)c1,-1,-1.6,-3,-5,3,nt,-5,-5,-5,1
COc1cc(-c2nnc(-c3cccnc3)o2)cc(OC)c1OC,0,9.7,-30,3,30,7,0,6,9,-11
Cc1ccc(NC(=O)CN(C)C(=O)c2cccc(S(=O)(=O)N3CCCC3)c2)cc1,0,0.9,-8,1,8,7,2,-5,0,-15
O=C(NCCOc1ccccc1)C1CCCCC1,6,1.6,2,-5,-2,38,1,-2,2,-13
O=C(CCNC(=O)C1CCN(S(=O)(=O)c2ccc(F)cc2)CC1)NCc1cccc(Cl)c1,-1,nt,-8,-1,8,-11,5,-10,-1,-12
CNC(=S)NN=C(C)c1ccc(OC)cc1O,1,-5.1,3,4,-3,-16,1,-24,16,-3
COc1ccc(-c2csc3nc(C(C)(C)C)oc(=O)c23)cc1OC,-8,1.0,13,8,-13,-7,3,-12,1,-10
O=C(NCc1ccc(F)cc1)C(=O)NCC1CCCN1S(=O)(=O)c1ccccc1 (stereo not given),-3,-0.2,-12,0,12,5,-12,20,30,-7
CN(C(=O)c1cccc(C#N)c1)c1nnc(-c2ccncc2)s1,nt,0.4,4,-3,-4,-3,-9,-4,-7,-10
Cc1ccc(NC(=O)COC(=O)/C=C/c2c(C)nn(-c3ccc(F)cc3)c2Cl)cc1F,-1,3.2,4,-1,-4,6,17,-7,4,-4
CN(C)c1ccc(C(=O)NNC(=O)c2ccc(Cl)cc2)cc1,4,1.6,-8,nt,8,nt,nt,-6,3,1
COc1ccc(CCNC(=O)c2cc(-c3cc(C)cc(C)c3O)n[nH]2)cc1OC,-5,-5.9,nt,-2,nt,2,-5,-9,8,10
Cc1cc(C(=O)Cn2nnc3ccccc3c2=O)c(C)n1Cc1cccs1,35*,-1.1,-48,8,48,nt,-3,5,4,3
OCCN1CCN(c2cc(C(F)(F)F)nc3c(F)cccc23)CC1,3,-4.7,nt,-6,nt,nt,2,-5,4,-9
COCC(C)n1c(SCC(=O)NC(=O)Nc2ccc3c(c2)OCCO3)nc2ccccc2c1=O (stereo not given),-3,1.0,-9,-1,9,9,-2,-2,4,2
CC(Oc1ccccc1)C(=O)Nc1nc(-c2ccccn2)cs1 (stereo not given),-10,-0.1,-10,3,10,-63,-6,7,5,-10
CCOC(=O)NC(=O)/C(C#N)=N/Nc1c(F)cccc1F,nt,0.4,10,-1,-10,20,-8,8,1,-4
O=C(NC1CCN(Cc2ccc3ccccc3c2)CC1)c1ccccc1,-2,-4.1,nt,3,nt,-5,4,-15,-16,-15
Cc1ccc(S(=O)(=O)N2[C@@H](c3ccc(C(C)(C)C)cc3)C(C(=O)O)=CC[C@H]2c2ccc(Cl)cc2)cc1,-2,-0.2,-6,-2,6,4,-2,-9,2,-17
Cc1ccc(S(=O)(=O)Nc2c(C(=O)O)[nH]c3ccccc23)c(C)c1,12,4.4,0,3,0,-10,0,-11,-1,-8
O=C(CSc1nnc2n1CCCN2)c1ccc([N+](=O)[O-])cc1,0,-0.1,29,-2,-29,nt,4,-16,1,-7
COC(=O)C(C)n1cnc2c(nnn2Cc2ccc(Cl)cc2)c1=O (stereo not given),-3,-1.3,11,6,-11,7,20,-9,-1,-11
COc1ccc(C=O)cc1OC(=O)C1(C)Cc2ccccc2C(=O)O1 (stereo not given),-2,1.6,10,0,-10,16,-4,-22,-5,-7
Cn1cc(Cl)c(-c2n[nH]c(=S)n2-c2ccc(F)cc2)n1,-1,0.6,27,2,-27,-14,-1,-8,-1,2
COc1ccc2cc(CCNS(=O)(=O)c3c(C)cc(C)cc3C)c(=O)[nH]c2c1,-2,-2.0,17,5,-17,-11,2,-17,1,-24
CCOC(=O)c1sc(=S)n(-c2ccccc2)c1N(C(C)=O)C(C)=O,-1,0.9,15,-4,-15,-4,9,-10,2,-7
O=c1oc2cc(OCc3ccc(C(F)(F)F)cc3)ccc2cc1-c1ccccn1,nt,0.4,-7,1,7,nt,9,-12,-2,-2
CC1Sc2ccc(S(=O)(=O)N3CCN(c4ccccc4)CC3)cc2NC1=O (stereo not given),0,0.2,nt,-2,39,-14,-4,-12,-3,4
O=[N+]([O-])c1cc(/C=N\O)ccc1Oc1ccc(F)cc1,nt,1.7,30,5,-30,6,1,-8,-3,15
O=S(=O)(NC1=NCCC1)c1cccc(NC(=S)Nc2ccc(OC(F)F)cc2)c1,-3,-3.8,-8,0,8,3,-13,-14,1,-8
COCCn1c(SCC(=O)NC2CCCC2)nc2cccnc21,-1,-0.5,14,5,-14,1,7,-25,-42,-4
CCc1nc2sc3c(c2c(=S)[nH]1)CC(C)(C)OC3,0,-0.9,-1,-1,1,-10,-1,-7,1,0
Cc1cc2cc(OCc3ccccc3)ccc2n1C,22,0.9,0,2,0,nt,13,-18,-4,7
COc1ccc(CCNCc2c(OC)ccc3ccccc23)cc1OC,-1,0.9,-30,1,30,31,-1,-22,-8,-9
COc1cc(Cl)ccc1NC(=O)COc1ccccc1C(=O)N1CCN(c2ccc(O)cc2)CC1,nt,0.6,-27,0,27,-35,0,-3,9,6
Cc1occc1C(=O)NCc1ccc(C(=O)O)o1,nt,0.4,-9,5,9,-16,1,-16,-18,5
CC(C)c1nc(SCC(=O)Nc2ccc(C(=O)O)cc2)c2c3c(sc2n1)CCCC3,0,0.6,2,4,-2,8,-4,1,8,-8
COc1cccc(NC(=O)Nc2ccc3nsnc3c2)c1,-4,-1.5,-26,-3,26,?,-7,-8,13,-8
CCNC(=O)COC(=O)/C=C/c1cccc(F)c1,0,-3.3,14,0,-14,-7,4,-8,0,-3

# In the list so far, ten contain an NH in an aromatic ring:
SMILES,Wnt bcat act,CDK5 p35 inh,SR-BI uptake up,HTR5A ag,SR-BI DiI inh,MITF TRPM1 HTS,cardiac RTF act,PvdQ inh,Rtt109 HAT inh,dFosB activator
CCOC(=O)c1[nH]c2ccccc2c1NC(=O)c1ccco1,5,nt,-21,-1,21,14,-1,-12,-1,-8
O=C(C1CCN(S(=O)(=O)c2cnc[nH]2)CC1)N1CCN(c2ccc([N+](=O)[O-])cc2)CC1,0,0.5,1,-2,-1,7,-9,-20,2,-3
CCOc1ccccc1NC(=O)c1nc[nH]c1C(=O)Nc1ccccc1OCC,nt,1.5,19,2,-19,-14,-2,-1,-7,-1
Cc1ccc2c(C(=O)CN3CCOCC3)c(C)[nH]c2c1,-13,-1.5,1,-3,-1,4,0,7,36,-2
COC(=O)c1c(C)[nH]c(C(=O)CN(C)CC(=O)Nc2cccc(F)c2)c1C,4,-8.8,0,0,0,-2,-4,-7,3,-12
COc1ccc(CCNC(=O)c2cc(-c3cc(C)cc(C)c3O)n[nH]2)cc1OC,-5,-5.9,nt,-2,nt,2,-5,-9,8,10
Cc1ccc(S(=O)(=O)Nc2c(C(=O)O)[nH]c3ccccc23)c(C)c1,12,4.4,0,3,0,-10,0,-11,-1,-8
Cn1cc(Cl)c(-c2n[nH]c(=S)n2-c2ccc(F)cc2)n1,-1,0.6,27,2,-27,-14,-1,-8,-1,2
COc1ccc2cc(CCNS(=O)(=O)c3c(C)cc(C)cc3C)c(=O)[nH]c2c1,-2,-2.0,17,5,-17,-11,2,-17,1,-24
CCc1nc2sc3c(c2c(=S)[nH]1)CC(C)(C)OC3,0,-0.9,-1,-1,1,-10,-1,-7,1,0

# Bioassay records from PubChem.
